14-3-3 PPI: 14-3-3 gamma protein interaction modulation. FP, 14-3-3gamma / TMR-pS259-Raf peptide binding. inhibition, % at 40 µM. hit rate 0.19% among 160,000. AID 422; in the data active means inhibition above about 30%;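 further: 0% = protein plus tracer without compound and 100% = blank with tracer alone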
Target sequence (P61981 whole entry, looked up): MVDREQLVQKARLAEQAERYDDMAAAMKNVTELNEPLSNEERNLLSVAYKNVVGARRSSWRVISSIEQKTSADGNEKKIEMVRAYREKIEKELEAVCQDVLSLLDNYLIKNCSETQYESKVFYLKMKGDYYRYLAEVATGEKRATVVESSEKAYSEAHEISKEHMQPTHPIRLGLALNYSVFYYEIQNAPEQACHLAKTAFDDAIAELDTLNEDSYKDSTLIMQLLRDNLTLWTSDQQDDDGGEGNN
Active calls of the source: *; & = joins results of further samples.

14-3-3 PPI | structure
-0.9 | O=C(Nc1ccc([N+](=O)[O-])cc1)c1cncc(Br)c1
-7.3&-6.5 | O=C(NCc1cccnc1)C1CCN(S(=O)(=O)c2cccs2)CC1
-2.9 | CC1(C)Cc2cccc(OCC(=O)Nc3cccnc3)c2O1
3.1 | CCc1ccc(-n2c(=O)c3ccccc3n(Cc3cccc(F)c3)c2=O)cc1
-6.6 | COc1ccc(CCNc2nc(C)cc(C(F)(F)F)n2)cc1OC
-3.6 | COc1cccc(C2C=C(c3ccc(F)cc3)Nc3nc4ccccc4n32)c1OC (stereo not drawn)
-11.1 | CN1C(=O)CC(N2CCC(c3nc4ccccc4[nH]3)CC2)C1=O (stereo not drawn)
-1.7 | Cc1c(C(=O)Nc2cccc(Cl)c2)sc2ncnc(N3CCCCC3C)c12 (stereo not drawn)
-14.0 | C=CCn1c(COc2cccc(C)c2)nnc1SCC(=O)NC(=O)NCc1ccco1
-8.3 | CC1CCCCN1c1nnc(N)s1 (stereo not drawn)
-9.6 | Cc1nn(-c2ccccc2)c2sc(C(=O)Oc3ccc(Cl)cc3)cc12
2.0 | O=C(Nc1ccccc1N1CCCCC1)c1ncoc1-c1ccc(F)cc1
9.3 | CC1=C(C(=O)OCc2ccccc2)C(c2ccc(Cl)c([N+](=O)[O-])c2)CC(=O)N1 (stereo not drawn)
-10.3 | COc1ccc(-c2cc(C(=O)N3CCOCC3)c3cc(C)ccc3n2)cc1
-1.4 | Cc1ccc(C2CC(C(F)(F)F)n3nc(C(=O)NC4CCCCC4)cc3N2)cc1 (stereo not drawn)
-2.3&-4.7 | O=C1c2ccccc2C(=O)N1CCOCCN1C(=O)c2ccccc2C1=O
1.3 | O=C(NCc1cccs1)c1nc2ncccn2n1
-6.7 | CCCCCC(=O)N1c2ccccc2NC2=C(C(=O)CC(c3cccc([N+](=O)[O-])c3)C2)C1c1ccco1 (stereo not drawn)
0.4 | O=C(NC1CCCCC1)c1scc2c1CCCC2
-6.1 | CCCCNC(=O)C1CCN(S(=O)(=O)N(CC)CC)CC1
1.4 | CCC(Cc1ccccc1)NS(=O)(=O)c1ccc2c(c1)CCN2C(C)=O (stereo not drawn)
-1.2 | COc1ccccc1-n1cnc2cc(NCc3ccc(Cl)cc3)ccc21
-2.2 | Cc1n[nH]c(C)c1S(=O)(=O)N1CCC(C(=O)NCCc2ccccc2)CC1
-14.9 | CCOC(=O)c1[nH]c(C)c(CN(CCc2ccc(OC)c(OC)c2)C(=O)CCCC(=O)O)c1C
4.3 | Cn1ncc([N+](=O)[O-])c1C#N
-10.6 | CCC(NS(=O)(=O)c1cccc(C(=O)Nc2cccc([N+](=O)[O-])c2)c1)C12CC3CC(CC(C3)C1)C2 (stereo not drawn)
0.1 | CCOc1ccc(C(=O)Nc2cccc3c2C(=O)c2ccccc2C3=O)cc1
-2.1 | CC1CCOC2(O1)C(=O)N(CN1CCN(c3ccccc3F)CC1)c1ccccc12 (stereo not drawn)
1.6 | O=C(Nc1ccccc1C(=O)OCC(=O)N1CCc2ccccc2C1)c1ccco1
3.1 | Cc1ccc(CN2C(=O)C(C)(C)Nc3ccccc32)c(C)c1

Rewritten in CSV form: two of the compounds above
SMILES,14-3-3 PPI
CCOC(=O)c1[nH]c(C)c(CN(CCc2ccc(OC)c(OC)c2)C(=O)CCCC(=O)O)c1C,-14.9
COc1ccc(-c2cc(C(=O)N3CCOCC3)c3cc(C)ccc3n2)cc1,-10.3

Continued:
14-3-3 PPI | structure
-1.6 | CCOC(=O)Cn1nnc(-c2ccc3c(c2)OCO3)n1
2.9 | CC(C)C(=O)N1c2ccccc2NC2=C(C(=O)CCC2)C1c1ccc(N(C)C)cc1 (stereo not drawn)
-2.8 | Cc1sc(NC(=O)c2cccc(Cl)c2)nc1-c1ccccc1
-6.2 | CC(=O)N(CCC#N)c1ccc(Cl)cc1
-5.8 | COc1ccc2nc(Nc3ccc4c(c3)OCO4)sc2c1
-3.8 | CC(C)CC(=O)Nc1ccc(-c2nc3ncccc3o2)cc1
-1.5 | O=C1CCCC2=C1C(c1ccc(Br)cc1)c1c(ccc3ccccc13)N2 (stereo not drawn)
-0.1 | CCc1ccc(NC(=O)N(Cc2cn(C)c3ccccc23)C2CCCCCC2)cc1
4.5 | CC12c3ccccc3C(c3ccccc31)C1C(=O)N(Cc3ccccc3)C(=O)C12 (stereo not drawn)
-20.2 | O=S(=O)(c1ccc(Oc2ncnc3scc(-c4ccccc4)c23)cc1)N1CCOCC1
-4.4 | O=C(Cn1ccc([N+](=O)[O-])n1)Nc1ccc(I)cc1
-9.6 | COc1ccc(-n2nc3c(c2NC(=O)c2ccccc2Cl)CSC3)cc1
-5.1 | O=C(C1CCCN(S(=O)(=O)c2ccc(Br)s2)C1)N1CCCC1 (stereo not drawn)
2.5 | CC1=CC(C)C2C(=O)N(CCCN(C)C)C(=O)C2C1 (stereo not drawn)
9.4 | O=C(NCc1ccccn1)N1c2ccccc2Sc2ccccc21
-12.9 | COc1ccc(-n2nc3cc(C)c(NC(=O)c4cc([N+](=O)[O-])ccc4Br)cc3n2)cc1
-4.0 | COc1ccc(CC(=O)Nc2ccc(S(=O)(=O)Nc3nc(C)cc(C)n3)cc2)cc1
-12.7 | CN(C)c1ccc(NC(=O)c2ccc([N+](=O)[O-])cc2Cl)cc1
-3.1 | CC1CC(C)(C)NC(=S)N1CCC(=O)N1CCN(c2ccccc2)CC1 (stereo not drawn)
-35.9 | O=C(CCCCN1CCCCC1)c1ccc2c(c1)Cc1ccccc1-2
-12.6 | N=c1n(CC(=O)c2ccc([N+](=O)[O-])cc2)c2ccccc2n1Cc1ccccc1Cl
-343.4 | CCOC(=O)c1sc2cc([N+](=O)[O-])cc(OCC(F)(F)F)c2c1N
-3.6 | COCCOC(=O)c1c(C)oc2ccc(OC(=O)c3ccco3)cc12
-5.2 | CCCCCNc1nc(=S)[nH]c2cc(OC)c(OC)cc12
-1.3 | Cc1ccnc(Nc2nc3ccccc3o2)n1
-0.3 | CCCN(C(=O)c1cccs1)c1nnc(-c2ccncc2)s1
-8.3 | CCOC(=O)Cn1c2ccccc2n2cc(-c3cccc([N+](=O)[O-])c3)cc12
-23.6 | COc1ccccc1NC(=O)c1c(NCc2ccc(C)o2)sc2c1CCC(C)C2 (stereo not drawn)
-2.0 | CC(=O)c1ccc(N2C(=O)C3C4C=CC(CC4)C3C2=O)cc1 (stereo not drawn)
7.3 | COc1ccc(CNC(=O)CN2CCN(Cc3ccccc3F)C2=O)cc1
4.9 | CCOc1ccc(N2C(=O)C3C4c5ccccc5C(C(C)=O)(c5ccccc54)C3C2=O)cc1 (stereo not drawn)
1.6 | Cc1c(Cl)cccc1N1C(=O)C2C3c4ccccc4C(c4ccccc43)C2C1=O (stereo not drawn)
-75.0 | O=C(C1=C(O)C(=O)N(c2ncc(S(=O)(=O)c3ccc([N+](=O)[O-])cc3)s2)C1c1ccc(F)cc1)c1ccco1 (stereo not drawn)
-15.7 | N#Cc1ccc(Oc2ccccc2N2C(=O)c3ccc(Oc4ccc(C(=O)O)cc4)cc3C2=O)cc1
-3.2 | COc1nonc1NC(=O)CSc1nc2ccccc2[nH]1
2.5 | CCN(CC)CCCNC(=O)c1cc(-c2cccc(Cl)c2)on1
-5.8 | COc1cc(OC)cc(C(=O)N2CCc3cc(OC)c(OC)cc3C2COc2cc(C)cc(C)c2)c1 (stereo not drawn)
8.3 | Cc1ccc(C(=O)Nc2ccccc2C(=O)N2CCC(C)CC2)cc1
-4.3 | O=C(Nc1ccc(Cc2ccncc2)cc1)C1CC1
-13.8 | CC1Cc2nc(SCC(=O)Nc3cccc(F)c3)n(C)c(=O)c2S1 (stereo not drawn)
-8.0 | CC1=C(C(=O)Nc2ccccc2F)C(c2ccsc2)C2=C(CC(c3ccccc3)CC2=O)N1 (stereo not drawn)
-0.9 | Cc1nc2ncnn2c(C)c1Cc1ccc(Cl)cc1F
4.2 | O=C(CSc1nnc(CNC(=O)c2cccs2)o1)Nc1ccccc1C(F)(F)F
-9.9 | O=C(NCCCn1ccnc1)c1cc(-c2ccc(Cl)s2)nc2ccccc12
-1.2 | Cc1ccc(N(CC(=O)Nc2ccc3c(c2)OCCO3)S(=O)(=O)c2c(C)n[nH]c2C)cc1

Arranged by the number under 14-3-3 PPI (largest number first): some entries from above.
structure,14-3-3 PPI
CCc1ccc(-n2c(=O)c3ccccc3n(Cc3cccc(F)c3)c2=O)cc1,3.1
COc1ccccc1-n1cnc2cc(NCc3ccc(Cl)cc3)ccc21,-1.2
CC1(C)Cc2cccc(OCC(=O)Nc3cccnc3)c2O1,-2.9
COc1cc(OC)cc(C(=O)N2CCc3cc(OC)c(OC)cc3C2COc2cc(C)cc(C)c2)c1 (stereo not drawn),-5.8
O=C(CCCCN1CCCCC1)c1ccc2c(c1)Cc1ccccc1-2,-35.9
CCOC(=O)c1sc2cc([N+](=O)[O-])cc(OCC(F)(F)F)c2c1N,-343.4

The list goes on:
14-3-3 PPI | structure
-1.4 | CC1(C)CC(=O)C2=C(C1)Nc1ccccc1NC2c1ccc2c(c1)OCO2 (stereo not drawn)
-0.7 | CC1=CC(C)(C)N2C(=O)C3(C(C#N)=C(N)OC4=C3C(=O)CC(C)(C)C4)c3cccc1c32 (stereo not drawn)
4.9 | CC(C)(C)c1ccc(-c2csc(NC(=O)c3cc(Cl)ccc3[N+](=O)[O-])n2)cc1
-2.7 | Cc1ccc(Cn2c(N=Cc3cccc([N+](=O)[O-])c3)nc3ccccc32)cc1
-3.2 | CSc1nnc2c(n1)OC(c1ccsc1)Nc1ccccc1-2 (stereo not drawn)
-7.3 | N#Cc1ccccc1Sc1ccccc1C(=O)Nc1ccccc1C(F)(F)F
-5.8 | CC1CC(C)CN(CCCNS(=O)(=O)c2ccc(Cl)s2)C1 (stereo not drawn)
-2.5 | COc1cccc(C(=O)Nc2ccc(S(=O)(=O)Nc3onc(C)c3C)cc2)c1
-0.1 | COc1ccc(C2C(=O)N(CCc3ccccc3)CC(=O)N2Cc2ccc(Cl)cc2)cc1 (stereo not drawn)
-3.6 | Cc1ccccc1-n1c(SCc2c(C)noc2C)nnc1-c1c[nH]c2ccccc12
-17.5 | COc1cccc(-c2nc3n(n2)C(c2ccc4c(c2)OCO4)C(C(N)=O)=C(C)N3)c1 (stereo not drawn)
-3.7 | CN1CC(=O)N(CC(=O)NCCc2ccc(F)cc2)c2ccccc2C1=O
-4.2 | Cc1ccc(S(=O)(=O)NCCCCCC(=O)Nc2nccs2)cc1
-7.5 | CCOC(=O)c1c(NC(=O)C(C)(C)C)sc(C)c1C
-2.5 | CSCCC(NC(=O)OC(C)(C)C)C(=O)NC(CC(C)C)C(N)=O (stereo not drawn)
5.9 | CCCC12CN3CC(C)(CN(C1)C3c1ccc(OC)cc1)C2=O (stereo not drawn)
-12.5 | COc1ccc(OCC(O)COc2ccc(OC)cc2)cc1
2.6 | CN(C(=O)CCN1C(=O)C(C)(C)Nc2ccccc21)c1ccccc1
3.2 | O=C(C1CC1)N1CCc2cc(Br)cc(S(=O)(=O)N3CCOCC3)c21
8.3 | Cc1ccc(NC2=NC(C)(C)N=C(N)N2)cc1C
-0.4 | CCOc1cc2c(cc1OCC)C1C(C(=O)N3CCCC3)c3ccccc3C(=O)N1CC2 (stereo not drawn)
2.1 | CN1CC(=NS(=O)(=O)c2ccccc2)N(C)C1=O
-7.8 | Cc1ccc(S(=O)(=O)N2CCC(C(=O)N3CCN(c4ccc(F)cc4)CC3)CC2)cc1
1.9 | CCCN1CCN(CCCNC(=O)Cn2ncc3c4ccccc4n(C)c3c2=O)CC1
-2.0 | COc1cc(CN2CCN(Cc3ccc(F)cc3)CC2)cc2c1OCO2
0.9 | O=C(CN1N=C(c2ccc(Cl)cc2)CCC1=O)NC1CC1
-3.0 | C=CCn1c(=S)[nH]c2cc(C(=O)NCc3ccccc3)ccc2c1=O
-6.4 | COc1ccc(OC)c(N=c2oc3c(OC)cccc3cc2C(=O)NCc2ccco2)c1
-5.3 | COc1ccc(Br)cc1C1SCCN1S(=O)(=O)c1ccccc1 (stereo not drawn)
0.0 | CCOc1ccccc1C1NC(=O)NC(C)=C1C(=O)OCC(Cl)(Cl)Cl (stereo not drawn)
-15.5 | Cc1ccccc1NC(=O)c1cc2c(ccc3ccccc32)oc1=O
4.4 | COC(=O)C1=C(C)NC(=O)CC1c1ccccc1F (stereo not drawn)
6.8 | COc1ccc(CNc2nc(SCC(=O)N3CCN(c4ccccc4)CC3)nc3ccccc23)cc1
-2.8 | COC(=O)c1cccc(NC2CC(=O)N(c3ccc(OC)c(OC)c3)C2=O)c1 (stereo not drawn)
-4.9 | CC(C)(O)C1=NOC(c2ccccc2)C1 (stereo not drawn)
5.5 | O=[N+]([O-])c1ccc(OCCOc2ccc([N+](=O)[O-])cc2)cc1
-3.9 | CC(=O)c1cccc(NC(=O)CSc2nnc(-c3ccc(S(=O)(=O)N4CCCC4)cc3)o2)c1
-1.2 | COCCn1c(=S)[nH]c2ccccc2c1=O
-5.8 | COc1ccccc1OC(=O)c1ccc(SC)cc1OC
4.8 | Cc1ccc(-c2n[nH]c(=S)c3ccccc23)cc1S(=O)(=O)N1CCN(C)CC1
-1.9 | COc1cccc(-n2c(=O)c3sccc3n(Cc3cccc(F)c3)c2=O)c1
-6.9 | CCOC(=O)c1c(NC(=O)C2CC(Cl)=CCC2C(=O)O)sc2c1CCCCC2 (stereo not drawn)
-6.8 | CC1CN(c2ccccc2)C(=O)CS1 (stereo not drawn)
-2.1 | Cc1ccc(NC(=O)C2C(=O)N(Cc3ccccc3)C3(C)CC2c2ccccc2O3)cc1 (stereo not drawn)
6.5&-6.8 | O=C(CC1(O)C(=O)N(Cc2ccccc2Cl)c2ccccc21)c1ccco1 (stereo not drawn)
7.3&5.9 | O=C(O)COc1nc(N2CCOCC2)nc(N2CCOCC2)n1
0.2 | O=C1c2ccccc2NC(c2ccccc2)N1c1ccc(O)cc1 (stereo not drawn)
-23.0 | O=S(=O)(Nc1cc2c3c(oc2c2ccccc12)CCCC3)c1ccc2ccccc2c1
-35.3 | Cc1ccc(C(C)C)c(OCC(=O)Nc2ccc(S(=O)(=O)Nc3cc(C)on3)cc2)c1

Reformatted: three of the compounds above
COC(=O)C1=C(C)NC(=O)CC1c1ccccc1F (stereo not drawn)
  14-3-3 PPI: 4.4

O=C(Cn1ccc([N+](=O)[O-])n1)Nc1ccc(I)cc1
  14-3-3 PPI: -4.4

CCc1ccc(NC(=O)N(Cc2cn(C)c3ccccc23)C2CCCCCC2)cc1
  14-3-3 PPI: -0.1

Only part of the results is shown. The share of hits here may be higher or lower than overall.
